tim23-1 inh: growth inhibitors of tim23-1 mutant yeast; S. cerevisiae tim23-1 growth, BacTiter-Glo luminescence, 24 h; AID 463212; 1.3% of 330,000 active; inhibition, % at 20 µM;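 active = growth inhibition of the mutant yeast at or above 50%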;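 also: temperature-sensitive mutant grown at 25 °C; plate controls were DMSO-treated mutant yeast for no effect and medium wells lacking yeast for full effect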
CXCR6 inh: inhibitors of human CXCR6 receptor; O00574; CHO-K1 PathHunter CXCR6 beta-arrestin, luminescence; inhibition, % at 20 µM; 0.36% of 360,000 active; AID 602244; in the data active = inhibition above about 34%, passing the limit was not always enough;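 also: antagonist mode with CXCL16 agonist at 10 nM final; 0% = 10 nM CXCL16 with DMSO and 100% = unstimulated wells without agonist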
Mdm2-MdmX inh: inhibitors of human Mdm2/MdmX interaction; O15151+Q00987; SaOS-2 split-luciferase Mdm2/MdmX complementation, luminescence; inhibition, % at 8 µM; 3% of 330,000 active; AID 485346;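 active = inhibition of at least 50% at 8 µM in the primary screen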
Target sequence (O15151 whole entry, looked up): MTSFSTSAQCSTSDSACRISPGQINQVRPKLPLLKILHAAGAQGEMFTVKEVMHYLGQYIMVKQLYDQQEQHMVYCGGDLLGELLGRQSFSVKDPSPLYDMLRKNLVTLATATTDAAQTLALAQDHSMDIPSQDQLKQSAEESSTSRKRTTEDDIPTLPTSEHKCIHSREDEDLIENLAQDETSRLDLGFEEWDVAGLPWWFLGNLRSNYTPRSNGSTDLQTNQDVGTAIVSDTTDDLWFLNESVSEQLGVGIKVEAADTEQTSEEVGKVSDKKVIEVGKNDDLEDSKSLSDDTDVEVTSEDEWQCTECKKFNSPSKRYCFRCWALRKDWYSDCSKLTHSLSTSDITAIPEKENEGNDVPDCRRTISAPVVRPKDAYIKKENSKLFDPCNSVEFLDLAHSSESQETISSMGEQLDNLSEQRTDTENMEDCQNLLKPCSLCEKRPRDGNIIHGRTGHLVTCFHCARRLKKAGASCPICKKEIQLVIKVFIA
Target sequence (Q00987 whole entry, looked up): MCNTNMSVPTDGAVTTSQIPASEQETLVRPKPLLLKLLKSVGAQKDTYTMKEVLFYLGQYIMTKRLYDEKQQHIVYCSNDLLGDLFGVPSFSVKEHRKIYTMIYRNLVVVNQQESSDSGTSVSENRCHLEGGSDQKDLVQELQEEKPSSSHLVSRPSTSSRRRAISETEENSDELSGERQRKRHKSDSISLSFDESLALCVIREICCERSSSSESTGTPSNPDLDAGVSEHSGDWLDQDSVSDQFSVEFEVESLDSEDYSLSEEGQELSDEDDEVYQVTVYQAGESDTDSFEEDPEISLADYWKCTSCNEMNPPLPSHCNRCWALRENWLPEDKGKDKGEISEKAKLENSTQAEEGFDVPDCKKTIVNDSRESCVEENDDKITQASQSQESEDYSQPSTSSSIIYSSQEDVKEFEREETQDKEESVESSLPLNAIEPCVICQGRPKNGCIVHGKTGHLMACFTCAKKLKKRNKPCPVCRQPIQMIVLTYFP
tim10-1 inh: growth inhibitors of tim10-1 mutant yeast; S. cerevisiae tim10-1 ts strain growth, BacTiter-Glo, 24 h; inhibition, % at 20 µM; 2.2% of 330,000 active; AID 463190;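 active = inhibition of at least 40%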;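 also: mutant grown at 25 °C; 0% = DMSO wells with yeast and 100% = wells holding no yeast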
UPR CHOP act: activators of apoptotic arm of unfolded protein response (CHOP). activation, % at 10 µM. 0.34% of 330,000 active. CHO-CHOP luciferase reporter, UPR activation, luminescence; percent of tunicamycin response over DMSO baseline;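 active = at 10 µM dose, activation of 40% or more, normalized to positive control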;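 also: 100% = tunicamycin at 10 µg/mL and 0% = DMSO alone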
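Assay system: CHO-CHOP cells, stable luciferase reporter of PERK-eIF2a-CHOP signalling / Buffer or medium: F12 plus 10% serum / Compound dosing: one dose, 10 µM in 0.5% DMSO / Times: 6 h compound treatment, 37 °C / Technique: luciferase luminescence / Read-out: % reporter activation, DMSO baseline versus tunicamycin full activation / Benchmarks: tunicamycin and DMSO controls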
APJ agonist: APJ receptor agonism; 0.11% of 330,000 active; CHO-K1 APJ PathHunter beta-arrestin, luminescence; 0% DMSO wells, 100% apelin; activation, % at 20 µM; P35414;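 active = activation more than six SD over the plate average, tested at 20 µM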;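 also: 0% = DMSO alone and 100% = apelin-13 at 10 nM; some results filed as inactive read as strong as hits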
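Material: CHO-K1 APJ beta-arrestin complementation cell line; Input: cell density 1000 per well; Incubation: compound stimulation 90 min at 25 °C, detection 60 min; Signal: luminescence from split beta-galactosidase complementation, Galacton Star/Emerald II substrate; Controls: DMSO-only wells as negative, 10 nM Apelin-13 as positive control.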
TIM10 inh: growth inhibitors of TIM10 yeast strain. S. cerevisiae TIM10 strain growth, BacTiter-Glo luminescence, 24 h. inhibition, % at 10 µM. 1.4% of 330,000 active. AID 463195;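 active = inhibition of 40% or more at the single tested concentration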;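 also: wild-type TIM10 isogenic control strain grown at permissive 25 °C; 0% = DMSO yeast wells and 100% = minimal medium wells without yeast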
UPR XBP1 act: activators of adaptive arm of unfolded protein response (XBP1); CHO-XBP1 luciferase reporter, IRE1-XBP1 UPR activation, luminescence; percent of tunicamycin response, DMSO as zero; activation, % at 20 µM; 0.33% of 330,000 active;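 active = versus positive control, 20 µM dose yields 30% or more activation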;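 also: 100% = tunicamycin at 10 µg/mL and 0% = DMSO only wells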
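assay system = CHO-XBP1 luciferase reporter cells | amount = 1000 cells/well | buffer or medium = F12 plus 10% FBS | compound dosing = single point, 20 µM final compound, 1% DMSO | incubation = 16-18 h cell attachment at 37 °C, then 6 h compound exposure | detection = Steady-Glo luminescence read | controls = tunicamycin 10 µg/mL and vehicle-only wells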
APJ antagonist: APJ receptor antagonism. CHO-K1 APJ beta-arrestin complementation, luminescence. inhibition, % at 20 µM. 0.32% of 330,000 active. AID 2521;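 active = inhibition above about 40% at 20 µM, limit read from the data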;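 also: cells challenged with 10 nM apelin-13 agonist together with compound; plate controls were apelin-13 plus DMSO wells for no effect and DMSO wells lacking apelin-13 for full effect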
* hit, by the source's call; x = no result given.

SMILES	tim23-1 inh	CXCR6 inh	Mdm2-MdmX inh	tim10-1 inh	UPR CHOP act	APJ agonist	TIM10 inh	UPR XBP1 act	APJ antagonist
Cc1nc(C(=O)N2CCCC(C(=O)c3ccc(Cl)cc3)C2)cs1 (stereo not drawn)	-3	4	2	-11	-1.2	0	-15	-1	9
O=C(NCc1cccnc1)c1cc2nc(-c3cccs3)cc(C(F)(F)Cl)n2n1	25	0	-10	32	-1.5	3	-19	5	-17
CCOc1cc(CNc2ncnc3nc[nH]c23)ccc1OC	15	5	14	2	0.0	-1	-6	-3	-14
C/C(=C1/SC(N2CCOCC2)=NC1=O)c1ccc(Br)cc1	5	6	17	-6	0.2	-2	6	-1	-8
Cc1ccc(C(=O)N/N=C\c2ccc[nH]2)cn1	3	5	-7	6	1.1	2	-8	0	2
Cc1c(NC(=O)c2ccc(=O)oc2)c(=O)n(-c2ccccc2)n1C	12	2	23	10	-1.5	-1	6	-5	19
CC1=C(C(=O)c2ccccc2)C(c2ccc(O)cc2)NC(=S)N1 (stereo not drawn)	16	-2	5	11	-2.8	-2	-14	-2	2
CC(NS(=O)(=O)c1cccc(Cl)c1)C(=O)N(C)C1CCN(C)CC1 (stereo not drawn)	2	4	-13	3	-0.3	-2	-5	1	6
O=C(NCc1ccccc1)c1ccc(N2CCC3(CC2)CC(c2ccccc2)=NO3)c([N+](=O)[O-])c1	14	1	17	5	0.0	-3	1	-2	12
O=c1cc(-c2ccco2)nc(-c2cccs2)o1	50	3	-15	29	0.3	-6	-1	-5	15
C=CCOc1ccccc1CNCCNC(=O)c1nonc1N	17	5	8	-6	-1.4	-1	1	-1	1
Cc1cccn2cc(-c3cccc(S(=O)(=O)N4CCOCC4)c3)nc12	9	8	4	16	2.0	1	10	4	-7
O=C(O)Cc1ccc(NC(=O)c2ccc(NC(=O)C3CC3)cc2)cc1	6	1	13	-8	0.7	-6	5	0	10
CN(C)c1ccnc(Nc2ccc(F)cc2)c1C#N	-1	-7	11	-8	-0.3	-2	-2	-1	7
CC[C@]12c3[nH]c4ccc(OC)cc4c3CCN1C(=O)C(CC(=O)NCCCn1ccnc1)C[C@@H]2C(=O)N1CCN(C(=O)c2ccco2)CC1 (stereo partly drawn)	13	2	17	7	2.8	x	-5	3	x
CCOc1ccc(OCc2nnc(SCC(=O)NC3CCS(=O)(=O)C3)n2-c2ccc(Cl)cc2)cc1 (stereo not drawn)	6	2	-3	17	0.8	-3	3	0	-14
Cc1ccc(-n2c(O)c(C=NCc3ccccn3)c3ccccc3c2=O)cc1C	26	1	51*	26	-0.6	-3	19	0	8
Cc1ccc(C2=NN(C(=O)c3ccco3)C(O)(C(F)(F)F)C2)cc1 (stereo not drawn)	42	6	21	18	1.1	-4	37	0	-10
CCc1ccc(CN2C(=O)c3ccccc3C2C(=O)NC(C)CC)cc1 (stereo not drawn)	9	3	-19	12	-1.0	-4	-7	-3	11
O=C1CC(N(O)c2ccccc2)C(=O)N1Cc1ccccc1 (stereo not drawn)	16	9	14	20	2.0	-1	5	1	7
COc1ccccc1-c1cn(S(=O)(=O)c2ccc(C)cc2)nc1N	9	3	11	8	-3.0	-1	1	-3	19
Cc1cccc(OCC(=O)NC(Cc2ccccc2)C(=O)O)c1 (stereo not drawn)	11	5	18	-14	-0.4	-1	2	-2	3
NC(=O)N1OCC2COc3ccc4ccccc4c3C21 (stereo not drawn)	15	-18	-7	-3	0.2	-1	10	-2	5
COCCn1c(SCC(=O)NC(=O)Cc2ccccc2)nc2ccccc2c1=O	1	10	0	4	-0.7	-6	8	0	-4
O=C(CSc1nnc(-c2ccco2)o1)N1CCOCC1	4	2	27	14	1.0	-6	6	-2	6

Some of these compounds in order of their number in CXCR6 inh, descending:
| canonical_smiles | CXCR6 inh |
| --- | --- |
| CCOc1cc(CNc2ncnc3nc[nH]c23)ccc1OC | 5 |
| O=C(O)Cc1ccc(NC(=O)c2ccc(NC(=O)C3CC3)cc2)cc1 | 1 |
| O=C(NCc1cccnc1)c1cc2nc(-c3cccs3)cc(C(F)(F)Cl)n2n1 | 0 |

(continued)
SMILES	tim23-1 inh	CXCR6 inh	Mdm2-MdmX inh	tim10-1 inh	UPR CHOP act	APJ agonist	TIM10 inh	UPR XBP1 act	APJ antagonist
COc1cccc(S(=O)(=O)NCc2ccc(C(=O)Nc3ccc(Cl)c(Cl)c3)cc2)c1	0	-10	44	19	6.8	1	5	2	-3
COc1ccc(-n2nc(C(=O)NCC(=O)N3CCN(c4ccccc4)CC3)c3ccccc3c2=O)c(OC)c1	7	13	2	-8	5.4	-1	11	-1	6
Cc1nonc1C(=O)N1CCCC(N2CCN(c3ccc(F)cc3)CC2)C1 (stereo not drawn)	16	-4	1	-15	-1.3	-2	-4	-3	-58
CCOc1ccc(NC(=O)c2ccc(NC(=O)CN3C(=O)C(=O)N(CC(C)C)C3=O)cc2)cc1	-20	1	19	3	2.2	0	-27	2	9
COc1ccc2cc(C(=O)C3CCCN(C(=O)c4sc(C)nc4C)C3)ccc2c1 (stereo not drawn)	38	-1	0	39	2.3	-1	-7	-3	12
COc1ccc(S(=O)(=O)N(Cc2cccnc2)Cc2cc3ccccc3[nH]c2=O)cc1	15	-16	14	9	4.9	5	0	-9	-3
CC(Oc1ccccc1)C(=O)N=C1SC2CS(=O)(=O)CC2N1c1ccccc1 (stereo not drawn)	4	-7	3	-7	-1.5	-1	6	-4	-8
Cc1csc(=O)n1CC(=O)Nc1ccc(Cl)c(Cl)c1	18	-5	-1	7	1.3	-2	1	-3	1
COn1c(SCc2cccnc2)nc2ccccc2c1=O	16	4	30	9	-3.2	1	18	4	-1
CCn1nc(C(=O)N2CCc3ccccc3C2)c2ccccc2c1=O	26	-2	10	17	3.0	0	-2	-1	-2
Cc1ccccc1Nc1nc(N)nc(COC(=O)/C=C/c2ccco2)n1	14	-2	-14	8	0.8	-2	-15	-2	-17
Cc1cccc(CSc2ccc3nnc(-c4ccccn4)n3n2)c1	23	7	15	14	-0.6	-3	-8	-2	17
CCN1CCN(C(=O)C2CCCN(S(=O)(=O)c3ccc(OC)c(OC)c3)C2)CC1 (stereo not drawn)	8	-7	3	-9	0.7	0	-2	5	8
COc1ccc(-n2nc(C(=O)NCC(=O)N3CCCCCC3)c3ccccc3c2=O)cc1	19	8	-16	17	5.2	-2	5	-2	6
COc1ccc(-c2cc(C)no2)cc1S(=O)(=O)N1CCN(c2ccccc2F)CC1	25	-8	18	31	1.2	4	7	-6	-55
COc1ccc(OC)c(S(=O)(=O)N2CCCC(C(=O)NCc3cccnc3)C2)c1 (stereo not drawn)	1	2	-5	-5	1.5	2	-3	-1	2
COc1ccc(N(CC(=O)NCc2ccncc2)S(=O)(=O)c2ccccc2[N+](=O)[O-])c(OC)c1	19	3	-9	16	-1.2	-1	-5	-1	4
CC(OC(=O)c1nc(Cl)ccc1Cl)C(=O)Nc1ccc2c(c1)OCCO2 (stereo not drawn)	32	-6	26	21	1.1	4	1	-2	11
Nc1ccc(N=Nc2ccccc2Cl)c(N)n1	27	18	-47	-19	7.4	-8	18	7	35
O=c1[nH]c(=O)c2nnc(N/N=C\c3ccc(O)cc3)nc2[nH]1	-17	1	-4	-5	-1.6	-9	1	1	1
O=C(COc1ccc(Cl)cc1Br)NC(=O)NC1CCCC1	52*	-8	-131	51*	8.0	0	15	3	21
COc1ccc(C(C)=O)cc1COc1ccc(Cl)cc1Cl	15	12	14	19	-0.2	-4	27	-2	13
CN(C)C(=O)CN(c1ccc2c(c1)OCO2)S(C)(=O)=O	14	-2	3	6	-0.2	-4	10	0	4
O=C(c1ccc(=O)[nH]c1)N1CCN(S(=O)(=O)c2ccc(Cl)cc2)CC1	6	-5	-1	5	2.7	2	-2	4	10
CCn1c(=O)cc(OCC(=O)N(C)C2CCCCC2)c2ccccc21	22	1	-11	22	0.3	-4	5	1	-2

By substructure: those above containing bromine.
SMILES	tim23-1 inh	CXCR6 inh	Mdm2-MdmX inh	tim10-1 inh	UPR CHOP act	APJ agonist	TIM10 inh	UPR XBP1 act	APJ antagonist
C/C(=C1/SC(N2CCOCC2)=NC1=O)c1ccc(Br)cc1	5	6	17	-6	0.2	-2	6	-1	-8
O=C(COc1ccc(Cl)cc1Br)NC(=O)NC1CCCC1	52*	-8	-131	51*	8.0	0	15	3	21

The results go on.
SMILES	tim23-1 inh	CXCR6 inh	Mdm2-MdmX inh	tim10-1 inh	UPR CHOP act	APJ agonist	TIM10 inh	UPR XBP1 act	APJ antagonist
CN(CC(=O)Nc1cccc(F)c1)C(=O)CC1CC2CCC1C2 (stereo not drawn)	21	-3	20	-8	1.8	-4	2	-3	4
CC(=O)Nc1ccccc1OCC(=O)NC(C)c1ccccc1 (stereo not drawn)	-4	5	26	-1	-1.8	-4	11	0	-2
O=S(=O)(NCCc1ccccc1)c1ccc(S(=O)(=O)N2CCCCC2)cc1	-5	4	42	-7	-1.4	0	-2	0	24
CCCn1c(SCC(=O)c2ccc3c(c2)OCCO3)nnc1-c1ccco1	27	7	20	31	-0.6	-5	27	0	7
CCOC(=O)c1cn(CC(=O)Nc2cccc(Cl)c2C)nn1	21	-12	4	10	0.0	4	4	-1	5
CCN(CC)S(=O)(=O)c1ccc(Cl)c(NC(=O)COc2ccc3c(C)cc(=O)oc3c2)c1	-12	1	37	11	4.0	-1	-5	0	-10
COc1ccc(N2CCN(C(=O)Cn3nnc(-c4ccc(N(C)C)cc4)n3)CC2)cc1	13	3	4	5	1.5	-1	9	1	7
Cc1cccc(C)c1OC(=O)C(c1ccccc1)c1ccccc1	16	6	-19	13	-3.1	-3	26	1	-16
O=C(CCN1C(=O)/C(=C/c2ccccc2F)SC1=S)NCCCn1ccnc1	17	-3	0	0	-0.8	-1	12	-5	0
Nc1c(-c2ccccc2)c(CN2CCOCC2)nn1-c1cccc([N+](=O)[O-])c1	4	-2	4	4	0.1	-5	-1	-4	4
COC(=O)C1=C(N)OC2=C(C(=O)CC(C)(C)C2)C1c1cccs1 (stereo not drawn)	22	11	12	18	1.6	4	7	0	4
CCOc1ccc(CNc2ccc(N3CCCC3)cc2)cc1	6	4	-12	9	21	4	-5	-3	-14
Cc1c(-c2ccccc2)[nH]n2c(=O)c3c(nc12)CCCC3	0	-4	-56	7	13	-1	8	5	0
Cc1cc(N2C(=O)CC(C(C)c3ccccc3)C2=O)no1 (stereo not drawn)	-2	-4	-8	1	-0.3	-2	1	2	13
CC(C)CCNC(=O)C1CCN(S(=O)(=O)c2ccc3nc4c(c(C(=O)O)c3c2)CCCCC4)CC1	13	4	30	11	1.0	-4	6	-5	6
COC(=O)c1cc(S(=O)(=O)N(Cc2ccccc2)C(C)(C)C)c[nH]1	24	2	33	21	-0.8	0	21	-3	-1
CCN1CCN(S(=O)(=O)c2c(C)cc(C)cc2C)CC1	-1	7	17	-5	2.6	-2	-1	-4	-8
CCOc1ccc(Oc2ccccc2NC(=O)C2=COCCO2)cc1	23	1	23	34	-0.1	-8	20	-1	7
CCn1ncc(/C=N/NC(=O)c2ccc3c(c2)OCO3)c1C	-3	-2	28	-5	1.3	-6	2	1	11

Screening results deposited in PubChem by Sanford-Burnham Center for Chemical Genomics.

These rows are one share of the data. The share of hits here may be higher or lower than overall.
